IMP-1 inh – blocks Pseudomonas aeruginosa IMP-1 metallo-beta-lactamase; inhibition, % at 5.6 µM; purified IMP-1, nitrocefin hydrolysis, epi-absorbance fluorescence; AID 1556; 0.45% of 290,000 active;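 active = inhibition above the mean plus 3 SD of all compounds in the same screening run, cut at about 4.5% in these data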;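 note: 0% = IMP-1 with DMSO and 100% = DMSO wells lacking enzyme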
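assay system = purified recombinant IMP-1 metallo-beta-lactamase enzyme | schedule = 15 min preincubation plus 25 min reaction at 25 °C | signal = Epi-absorbance fluorescence, 480 nm excitation, 530 nm emission | read-out basis = percent inhibition from optical density relative to buffer-blank wells | controls = IMP-1 with DMSO as 0%, enzyme-free DMSO as 100%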
OXTR ag – agonists of human oxytocin receptor; P30559; CHO-OTR cells, Fluo-8 calcium fluorescence; normalized: DMSO 0%, oxytocin 100%; activation, % at 3 µM; 0.32% of 320,000 active; AID 2435;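 active = activation above the mean of all tested compounds plus 3 SD, cutoff set per screening run, cut at about 20% in these data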;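 note: peak over basal fluorescence ratio from a 100 s FLIPR kinetic read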
Target sequence (P30559 whole entry, looked up): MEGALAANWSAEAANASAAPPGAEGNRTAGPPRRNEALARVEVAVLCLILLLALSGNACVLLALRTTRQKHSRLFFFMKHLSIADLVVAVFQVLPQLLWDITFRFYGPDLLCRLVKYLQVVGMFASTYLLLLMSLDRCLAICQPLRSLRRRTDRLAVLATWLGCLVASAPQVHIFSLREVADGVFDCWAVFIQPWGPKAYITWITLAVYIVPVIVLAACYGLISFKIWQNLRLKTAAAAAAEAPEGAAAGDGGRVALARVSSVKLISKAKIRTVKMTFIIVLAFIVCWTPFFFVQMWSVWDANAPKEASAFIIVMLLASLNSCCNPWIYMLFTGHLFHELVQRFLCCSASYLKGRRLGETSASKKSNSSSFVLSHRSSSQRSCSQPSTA
PHOSPHO1 block – PHOSPHO1 (human) inhibition | Q8TCT1 | recombinant PHOSPHO1, absorbance phosphatase assay | inhibition, % at 13.3 µM | 1.1% of 290,000 active | AID 1565; in the data active = inhibition above about 60%
GPR7 antagonist – blocks human GPR7 receptor signaling. P48145. GPR7-expressing cells, fluorescence antagonist assay. inhibition, % at 4.4 µM. 1.1% of 290,000 active; in the data active = inhibition above about 16%, passing the limit was not always enough;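 note: cells stimulated with the agonist NPW; 0% = agonist with vehicle and 100% = vehicle without agonist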
Target sequence (P48145 whole entry, looked up): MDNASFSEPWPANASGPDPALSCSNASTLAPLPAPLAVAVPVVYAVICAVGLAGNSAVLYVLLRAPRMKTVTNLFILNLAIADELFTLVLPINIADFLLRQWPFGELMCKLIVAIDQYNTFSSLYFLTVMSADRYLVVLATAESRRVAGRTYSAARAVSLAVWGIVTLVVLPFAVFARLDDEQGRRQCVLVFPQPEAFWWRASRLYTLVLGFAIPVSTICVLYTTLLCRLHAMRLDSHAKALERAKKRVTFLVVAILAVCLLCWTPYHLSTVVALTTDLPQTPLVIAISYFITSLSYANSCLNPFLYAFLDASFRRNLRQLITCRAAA
VIM-2 inh – inhibitors of Pseudomonas aeruginosa VIM-2 metallo-beta-lactamase | 0.89% of 290,000 active | purified VIM-2, nitrocefin hydrolysis, epi-absorbance fluorescence | inhibition, % at 5.6 µM | AID 1527;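 active = inhibition above the mean of all tested compounds plus 3 SD, cutoff set per screening run, cut at about 7.5% in these data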;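 note: red hydrolysis product quenches plate fluorescence so inhibitors raise well fluorescence; 0% = enzyme with DMSO and 100% = DMSO without enzyme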
HCV NS3 hel inh – inhibitors of Hepatitis C virus NS3 helicase; NS3 helicase DNA unwinding, Cy5 molecular beacon fluorescence; inhibition, % at 10.9 µM; 0.56% of 290,000 active; AID 1800;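 active = inhibition above the mean of all tested compounds plus 3 SD, set per campaign, cut at about 35% in these data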;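 note: 0% = DMSO wells and 100% = thioflavine S control wells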
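Compound dosing – single dose, 10.9 µM nominal final, DMSO 0.8% final · System – NS3 helicase fragment of HCV · Buffer or medium – MOPS pH 6.5, MgCl2, DTT, Tween20, BSA · Signal – Cy5 beacon fluorescence read at start and 1 h · Also added – annealed dual-labelled DNA beacon duplex, ATP-started · Schedule – 1 h at 25 °C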
FID counter – counter-screen for HCV NS3 helicase inhibitors: DNA intercalator displacement | DNA fluorescent intercalator displacement, fluorescence | inhibition, % at 7.9 µM | 0.17% of 290,000 active; in the data active = inhibition above about 37%;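 note: 0% = vehicle and 100% = reference compound; higher means more ethidium bromide displaced from hairpin DNA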
V1aR counter – V1a receptor agonism, counter-screen for OXTR agonists; CHO-V1R cells, Fluo-8 calcium fluorescence, agonist mode; 0% DMSO, 100% 3 nM vasopressin; activation, % at 3 µM; 0.25% of 320,000 active;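 active = activation above the mean activation of all tested compounds plus 3 SD, per screening run, cut at about 20% in these data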;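 note: signal is peak over basal fluorescence ratio across a 100 second FLIPR read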
GalR3 antagonist – blocks the human galanin receptor 3; O60755; HEK293 GalR3-CNG cAMP membrane potential fluorescence; galR3 body fused to GalR1 C-terminus; inhibition, % at 3 µM; 0.44% of 360,000 active;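 active = inhibition above the screen-wide average plus 3 SD, cut at about 13% in these data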;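 note: forskolin and galanin both at EC90 stimulate the cells; cAMP rise reported by CNG channel membrane potential dye signal; 0% = forskolin plus galanin with DMSO and 100% = forskolin alone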
Target sequence (O60755 1-299 limits assumed): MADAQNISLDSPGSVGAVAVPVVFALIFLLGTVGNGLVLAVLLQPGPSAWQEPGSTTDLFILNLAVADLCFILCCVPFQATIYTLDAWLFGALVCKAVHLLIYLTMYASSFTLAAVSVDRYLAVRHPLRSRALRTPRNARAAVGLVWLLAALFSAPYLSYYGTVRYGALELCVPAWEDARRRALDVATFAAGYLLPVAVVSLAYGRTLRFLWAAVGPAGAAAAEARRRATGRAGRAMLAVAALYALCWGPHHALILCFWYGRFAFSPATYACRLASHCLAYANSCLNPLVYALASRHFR
Numbers without * were called inactive.

Results for CCCSc1nc2c(c(=O)n1-c1ccc(OCC)cc1)SCC2 ?
IMP-1 inh: -3.5; OXTR ag: 4.0; PHOSPHO1 block: 2; GPR7 antagonist: -2; VIM-2 inh: -5.0; HCV NS3 hel inh: 12; FID counter: -8; V1aR counter: -0.7; GalR3 antagonist: 2

How did Cc1cc(N/N=C/c2ccc(F)cc2)nc(NCc2ccccc2)n1 do in these assays?
IMP-1 inh: -1.3; OXTR ag: -4.1; PHOSPHO1 block: 8; GPR7 antagonist: 4; VIM-2 inh: -2.2; HCV NS3 hel inh: -78; FID counter: 8; V1aR counter: -0.8; GalR3 antagonist: 1

How did Clc1ccccc1Nc1nc(-c2ccncc2)nc2ccccc12 do in these assays?
IMP-1 inh: -3.2; OXTR ag: -1.6; PHOSPHO1 block: 33; GPR7 antagonist: -18; VIM-2 inh: 0.9; HCV NS3 hel inh: -3; FID counter: -19; V1aR counter: -0.8; GalR3 antagonist: -10

How did CC(CCc1ccccc1)NC(=O)COC(=O)C1CCC(C(C)(C)C)CC1 (stereo not given) do in these assays?
IMP-1 inh: -2.2; OXTR ag: -1.1; PHOSPHO1 block: 3; GPR7 antagonist: -7; VIM-2 inh: -1.4; HCV NS3 hel inh: -3; FID counter: -20; V1aR counter: -0.6; GalR3 antagonist: -9

How did COc1ccc(OC)c(NS(=O)(=O)c2ccc(N3CCCC3=O)cc2)c1 do in these assays?
IMP-1 inh: -3.0; OXTR ag: 2.9; PHOSPHO1 block: 16; GPR7 antagonist: 0; VIM-2 inh: -1.3; HCV NS3 hel inh: -1; FID counter: -11; V1aR counter: 2.1; GalR3 antagonist: -8

How did Cc1nc(SCC(=O)NC2CCCC2)[nH]c(=O)c1Cc1ccccc1 do in these assays?
IMP-1 inh: 3.4; OXTR ag: 1.4; PHOSPHO1 block: -3; GPR7 antagonist: 3; VIM-2 inh: -0.7; HCV NS3 hel inh: 6; FID counter: -12; V1aR counter: 1.8; GalR3 antagonist: 0

How did O=C1C=C(N2CCCCC2)C2(CCCCC2)O1 do in these assays?
IMP-1 inh: -3.5; OXTR ag: 1.1; PHOSPHO1 block: 23; GPR7 antagonist: -2; VIM-2 inh: -3.0; HCV NS3 hel inh: 8; FID counter: -6; V1aR counter: 0.8; GalR3 antagonist: -6

What do the screens show for `O=C(CSc1ncn[nH]1)c1ccc2c(c1)OCO2`?
IMP-1 inh: -4.5; OXTR ag: -0.4; PHOSPHO1 block: 0; GPR7 antagonist: -10; VIM-2 inh: -0.3; HCV NS3 hel inh: 5; FID counter: -4; V1aR counter: 0.3; GalR3 antagonist: -5

What do the screens show for `COc1ccc(CCNC(=O)CCCN2C(=O)c3ccccc3C2=O)cc1OC`?
IMP-1 inh: -1.1; OXTR ag: 0.6; PHOSPHO1 block: 19; GPR7 antagonist: -13; VIM-2 inh: -1.1; HCV NS3 hel inh: 2; FID counter: -12; V1aR counter: 0.1; GalR3 antagonist: -11

How did CC(=O)Nc1ccc(NC(=O)CSc2nnc(CNc3ccc(F)cc3)n2CC2CCCO2)cc1 (stereo not given) do in these assays?
IMP-1 inh: -2.5; OXTR ag: 0.3; PHOSPHO1 block: 42; GPR7 antagonist: -11; VIM-2 inh: -0.4; HCV NS3 hel inh: 6; FID counter: -17; V1aR counter: -0.2; GalR3 antagonist: -4

Results for Cc1ccc(CN2CCN(c3ncccn3)CC2)o1 ?
IMP-1 inh: -6.3; OXTR ag: 0.1; PHOSPHO1 block: 9; GPR7 antagonist: -2; VIM-2 inh: -6.8; HCV NS3 hel inh: -4; FID counter: -2; V1aR counter: 0.8; GalR3 antagonist: 0

How did CCCCn1c(CN2CCN(CCO)CC2)nc2ccccc21 do in these assays?
IMP-1 inh: -3.1; OXTR ag: -0.6; PHOSPHO1 block: 37; GPR7 antagonist: -7; VIM-2 inh: -4.6; HCV NS3 hel inh: -7; FID counter: 3; V1aR counter: -0.6; GalR3 antagonist: -2

Results for COc1ccc2[nH]c(=O)c(CN(C(=O)C3CCCO3)c3ccc(C)c(C)c3)cc2c1 (stereo not given) ?
IMP-1 inh: -1.3; OXTR ag: 2.5; PHOSPHO1 block: 16; GPR7 antagonist: -3; VIM-2 inh: -3.1; HCV NS3 hel inh: 1; FID counter: -19; V1aR counter: 1.6; GalR3 antagonist: -7

Results for Nc1c(C(=O)N/N=C/c2ccccc2)cnn1-c1ccccc1 ?
IMP-1 inh: -2.4; OXTR ag: -1.2; PHOSPHO1 block: 17; GPR7 antagonist: -12; VIM-2 inh: -3.5; HCV NS3 hel inh: -34; FID counter: -11; V1aR counter: -0.6; GalR3 antagonist: -3

How did CCOC(=O)c1c(NC(=O)Cn2nc(C(F)(F)F)cc2C)sc2c1CCC2 do in these assays?
IMP-1 inh: -4.0; OXTR ag: -0.2; PHOSPHO1 block: -17; GPR7 antagonist: 3; VIM-2 inh: -2.2; HCV NS3 hel inh: 0; FID counter: -5; V1aR counter: 4.7; GalR3 antagonist: -3

How did NS(=O)(=O)c1ccc(CCNC(=O)C2CCCN2S(=O)(=O)c2cccc3nsnc23)cc1 (stereo not given) do in these assays?
IMP-1 inh: -4.8; OXTR ag: 1.0; PHOSPHO1 block: 32; GPR7 antagonist: -4; VIM-2 inh: -2.5; HCV NS3 hel inh: 5; FID counter: -7; V1aR counter: 0.8; GalR3 antagonist: -8

Results for CC(=O)c1c(Nc2cccc(F)c2)oc(C)cc1=O ?
IMP-1 inh: -3.9; OXTR ag: 3.0; PHOSPHO1 block: 30; GPR7 antagonist: -9; VIM-2 inh: -5.9; HCV NS3 hel inh: -3; FID counter: -2; V1aR counter: -0.1; GalR3 antagonist: -9

Results for C=CCn1c(CNS(=O)(=O)c2ccc(F)cc2)n[nH]c1=S ?
IMP-1 inh: 0.9; OXTR ag: 0.3; PHOSPHO1 block: -37; GPR7 antagonist: 17; VIM-2 inh: 1.0; HCV NS3 hel inh: 29; FID counter: 3; V1aR counter: -0.5; GalR3 antagonist: -1

Results for COc1ccc(CCC(C)N2CCOCC2)cc1 (stereo not given) ?
IMP-1 inh: -0.9; OXTR ag: -0.2; GPR7 antagonist: -16; VIM-2 inh: -2.1; HCV NS3 hel inh: -5; FID counter: 0; V1aR counter: -0.6; GalR3 antagonist: -8

How did NC(=O)c1ccc(NC(=O)CCC(=O)c2cccs2)cc1 do in these assays?
IMP-1 inh: 5.0*; OXTR ag: 0.8; PHOSPHO1 block: 39; GPR7 antagonist: -5; VIM-2 inh: -3.6; HCV NS3 hel inh: 19; FID counter: -10; V1aR counter: 0.7; GalR3 antagonist: -8

Next part; the last three above are carried over.
Results for C=CCn1c(CNS(=O)(=O)c2ccc(F)cc2)n[nH]c1=S ?
IMP-1 inh: 0.9; OXTR ag: 0.3; PHOSPHO1 block: -37; GPR7 antagonist: 17; VIM-2 inh: 1.0; HCV NS3 hel inh: 29; FID counter: 3; V1aR counter: -0.5; GalR3 antagonist: -1

Results for COc1ccc(CCC(C)N2CCOCC2)cc1 (stereo not given) ?
IMP-1 inh: -0.9; OXTR ag: -0.2; GPR7 antagonist: -16; VIM-2 inh: -2.1; HCV NS3 hel inh: -5; FID counter: 0; V1aR counter: -0.6; GalR3 antagonist: -8

How did NC(=O)c1ccc(NC(=O)CCC(=O)c2cccs2)cc1 do in these assays?
IMP-1 inh: 5.0*; OXTR ag: 0.8; PHOSPHO1 block: 39; GPR7 antagonist: -5; VIM-2 inh: -3.6; HCV NS3 hel inh: 19; FID counter: -10; V1aR counter: 0.7; GalR3 antagonist: -8

Results for Cc1cccc(C)c1OCC(=O)OCC(=O)c1ccc2c(c1)NC(=O)CO2 ?
IMP-1 inh: -2.5; OXTR ag: 5.9; PHOSPHO1 block: 6; GPR7 antagonist: 4; VIM-2 inh: -1.9; HCV NS3 hel inh: -6; FID counter: -21; V1aR counter: 4.7; GalR3 antagonist: -3

What do the screens show for `COc1ccc(S(=O)(=O)N(C)CC(=O)NCc2ccco2)cc1Cl`?
IMP-1 inh: -1.4; OXTR ag: -0.5; PHOSPHO1 block: 26; GPR7 antagonist: -12; VIM-2 inh: 0.0; HCV NS3 hel inh: 3; FID counter: -8; V1aR counter: 0.3; GalR3 antagonist: 0

What do the screens show for `O=C(O)CSc1nc2ccc(C(=O)c3ccccc3)cc2[nH]1`?
IMP-1 inh: -2.2; PHOSPHO1 block: -23; GPR7 antagonist: 3; VIM-2 inh: -0.7; HCV NS3 hel inh: 35; FID counter: -11; GalR3 antagonist: -2

What do the screens show for `COc1ccc(Br)cc1CN(C)CC(=O)NCCc1ccccc1`?
IMP-1 inh: -1.2; OXTR ag: -2.1; PHOSPHO1 block: 8; GPR7 antagonist: 5; VIM-2 inh: 0.5; HCV NS3 hel inh: -20; FID counter: 1; V1aR counter: -0.5; GalR3 antagonist: -1

What do the screens show for `CC(CN1CCCCC1)OC(=O)C(C)(c1ccccc1)c1ccccc1` (stereo not given)?
IMP-1 inh: -4.6; OXTR ag: -2.0; PHOSPHO1 block: 8; GPR7 antagonist: -6; VIM-2 inh: -2.9; HCV NS3 hel inh: -7; FID counter: 8; V1aR counter: -0.3; GalR3 antagonist: -3

What do the screens show for `CC(=O)c1ccc(N2CCN(C(=O)Nc3ccc(F)cc3F)CC2)cc1`?
IMP-1 inh: -2.7; OXTR ag: 3.9; PHOSPHO1 block: -13; GPR7 antagonist: 3; VIM-2 inh: -3.0; HCV NS3 hel inh: -1; FID counter: -15; V1aR counter: 2.1; GalR3 antagonist: -5

How did C=CCN=c1scc(-c2ccc3c(c2)NC(=O)CO3)n1/N=C(\C)c1ccccn1 do in these assays?
IMP-1 inh: -2.1; PHOSPHO1 block: 13; GPR7 antagonist: 8; VIM-2 inh: 1.5; HCV NS3 hel inh: 9; FID counter: 10; GalR3 antagonist: -5

Results for COc1cccc(C(=O)Nc2cccnc2)c1OC ?
IMP-1 inh: -3.2; OXTR ag: 0.0; PHOSPHO1 block: 51; GPR7 antagonist: -10; VIM-2 inh: -2.4; HCV NS3 hel inh: 0; FID counter: -1; V1aR counter: 0.3; GalR3 antagonist: 1

What do the screens show for `O=C(CCCNS(=O)(=O)c1cccc2nsnc12)NCc1ccc(F)cc1`?
IMP-1 inh: 0.1; OXTR ag: -0.7; PHOSPHO1 block: 11; GPR7 antagonist: 1; VIM-2 inh: 1.2; HCV NS3 hel inh: -6; FID counter: -3; V1aR counter: -0.3; GalR3 antagonist: -1

How did COC(=O)[C@@H]1C2CCC(C(=O)Nc3ccccc3)(CC2)[C@@H]1C(=O)OC do in these assays?
IMP-1 inh: -0.4; OXTR ag: -0.4; PHOSPHO1 block: 29; GPR7 antagonist: 0; VIM-2 inh: -0.1; HCV NS3 hel inh: -10; FID counter: -8; V1aR counter: 1.9; GalR3 antagonist: -1

How did COc1cccc(-n2c(SCC(=O)NCc3ccco3)nnc2-c2c[nH]c3ccccc23)c1 do in these assays?
IMP-1 inh: -3.6; OXTR ag: -1.5; PHOSPHO1 block: 2; GPR7 antagonist: -11; VIM-2 inh: -1.9; HCV NS3 hel inh: -7; FID counter: -30; V1aR counter: -0.5

Bioassay records as filed in PubChem.
